Bim-Bcl-2 – human Bim-Bcl-2 interaction inhibition; 0.06% of 190,000 active; inhibition, % at 10 µM; AID 950; Bead-based flow cytometry, Bim peptide-Bcl-2 binding; in the data active = inhibition above about 40%;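 note: 0% = no compound wells with probe peptide and 100% = reference peptide inhibitor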
Bcl-W Bim block – disrupts Bim peptide binding to human Bcl-W | Q92843 | bead-based flow cytometry | inhibition, % at 10 µM | 0.02% of 190,000 active;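 note: 0% = bound tracer without compound and 100% = peptide blocker; higher means less fluorescent Bim peptide bound to Bcl-W beads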
Target sequence (Q92843 whole entry, looked up): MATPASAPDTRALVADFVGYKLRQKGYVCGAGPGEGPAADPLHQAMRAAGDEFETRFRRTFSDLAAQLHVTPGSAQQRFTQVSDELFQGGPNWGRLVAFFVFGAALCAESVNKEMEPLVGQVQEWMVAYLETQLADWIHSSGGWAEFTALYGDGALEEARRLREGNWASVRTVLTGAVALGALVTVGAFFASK
HRas wt GTP – human HRas wildtype GTP binding, change in either direction | P01112 | GST-Ras wt beads, Bodipy-FL-GTP binding, flow cytometry; actives lie on both sides | GTP binding activity, % at 10 µM | 0.14% of 190,000 active;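 active = GTP binding activity at least 20% away from the 100% baseline, either lowered as inhibitor or raised as activator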;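 note: 0% = unlabeled GTP competition control and 100% = no-compound control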
Target sequence (P01112 whole entry, looked up): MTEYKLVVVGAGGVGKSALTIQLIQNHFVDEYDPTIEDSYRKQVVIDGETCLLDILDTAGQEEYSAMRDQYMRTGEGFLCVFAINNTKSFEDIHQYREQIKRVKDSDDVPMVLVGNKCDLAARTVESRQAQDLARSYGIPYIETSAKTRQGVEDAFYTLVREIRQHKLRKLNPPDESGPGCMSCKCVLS
Rab7 wt GTP bind – alters GTP binding to wildtype dog Rab7; GST-Rab7 beads, fluorescent GTP binding, flow cytometry; actives lie on both sides; untreated = 100%, excess cold GTP = 0%; GTP binding activity (percent of control), % at 10 µM; 0.055% of 190,000 active; AID 758;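 active = fluorescent GTP binding to Rab7 beads changed by at least 20 points from the 100% baseline, either direction, mostly lower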;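 note: median green fluorescence of bound Bodipy-FL-GTP per Rab7 bead population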
Bim-Bcl-XL – human Bim-Bcl-XL interaction inhibition; Q07817; Bim peptide-Bcl-XL binding, bead flow cytometry, fluorescence; inhibition, % at 10 µM; 0.04% of 190,000 active; AID 1007
Target sequence (Q07817 whole entry, looked up): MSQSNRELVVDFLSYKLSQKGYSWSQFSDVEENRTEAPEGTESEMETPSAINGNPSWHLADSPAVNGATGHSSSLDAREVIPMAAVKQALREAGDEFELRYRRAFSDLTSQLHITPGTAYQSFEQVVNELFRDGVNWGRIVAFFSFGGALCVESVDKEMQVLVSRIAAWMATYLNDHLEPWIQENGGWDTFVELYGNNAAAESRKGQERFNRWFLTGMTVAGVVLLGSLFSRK
Rac1 wt modul – modulators of human Rac1 wildtype GTP binding; GST-Rac1 beads, fluorescent GTP binding, flow cytometry; actives lie on both sides; 0 = cold GTP competed, 100 = untreated; GTP binding activity (% of control), % at 10 µM; 0.27% of 190,000 active;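 active = GTP binding activity at least 20 points away from the 100% control level, either lower or higher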
Rab2A wt mod – changes GTP binding to wildtype dog Rab2A, up or down. GTP binding activity, % at 10 µM. AID 760. 0.19% of 190,000 active. GST-Rab2 wt beads, Bodipy-GTP binding, flow cytometry;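 active = GTP binding activity at least 20 points away from 100%, either lowered or raised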;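 note: 0% = beads with excess unlabeled GTP and 100% = no-compound control corrected for plate trend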
Bim-Bfl-1 – human Bim-Bfl-1 interaction inhibition | Bead-based flow cytometry, Bim-Bfl-1 binding inhibition | inhibition, % at 10 µM | 0.12% of 190,000 active;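 note: 0% = wells without compound plus tracer and 100% = blocker peptide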
Bcl-B Bim block – disrupts Bim peptide binding to human Bcl-B; Q9HD36; inhibition, % at 10 µM; 0.073% of 190,000 active; AID 951; bead-based flow cytometry;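 note: 0% = tracer peptide without compound and 100% = reference inhibitor peptide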
Target sequence (Q9HD36 whole entry, looked up): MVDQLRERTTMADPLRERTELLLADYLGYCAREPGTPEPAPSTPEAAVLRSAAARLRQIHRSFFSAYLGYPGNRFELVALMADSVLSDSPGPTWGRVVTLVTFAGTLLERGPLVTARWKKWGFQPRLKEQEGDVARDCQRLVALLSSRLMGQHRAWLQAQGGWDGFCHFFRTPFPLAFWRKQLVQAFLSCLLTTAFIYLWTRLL
Rac1 mut GTP – human Rac1 activated mutant GTP binding change; P63000; percent activity (GTP binding), % at 10 µM; 0.11% of 190,000 active; GST-Rac1 activated beads, fluorescent GTP binding, flow cytometry; actives lie on both sides; 100% means binding = to untreated wells;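 active = GTP binding at least 20 percentage points away from the 100% baseline, in either direction, so actives lie on both sides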
Cdc42 wt GTP – changes GTP binding to wildtype human Cdc42. GST-Cdc42 beads, Bodipy-GTP binding, flow cytometry; actives lie on both sides. percent activity (GTP binding), % at 10 µM. 0.2% of 190,000 active;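 active = percent activity GTP binding at least 20 points away from the 100% baseline, either down as inhibitor or up as activator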;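 note: median bead fluorescence of bound Bodipy-FL-GTP at 100 nM; 0% = excess unlabeled GTP control and 100% = no compound control; below 100% means less GTP binding so inhibitor and above means activator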
Target sequence (P60953 whole entry, looked up): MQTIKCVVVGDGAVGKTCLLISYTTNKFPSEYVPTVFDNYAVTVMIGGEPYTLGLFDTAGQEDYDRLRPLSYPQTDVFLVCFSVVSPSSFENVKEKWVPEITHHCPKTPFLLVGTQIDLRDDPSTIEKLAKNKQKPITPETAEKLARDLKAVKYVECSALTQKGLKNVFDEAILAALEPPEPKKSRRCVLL
* marks the source's active call; other numbers are inactive results. Cut-off read from the data, not from the text of the source, unless noted: active = inhibition above about 40%.

SMILES | Bim-Bcl-2 | Bcl-W Bim block | HRas wt GTP | Rab7 wt GTP bind | Bim-Bcl-XL | Rac1 wt modul | Rab2A wt mod | Bim-Bfl-1 | Bcl-B Bim block | Rac1 mut GTP | Cdc42 wt GTP
O=C1NCCCC2c3cc(O)c4ccccc4c3OC12N1CCCCC1 (stereo not given) | 4 | 8 | 99 | 98 | 6 | 104 | 99 | 17 | 0 | 99 | 100
CCOC(=O)CC(=O)Nc1c(C)cc(C)cc1C | -10 | 0 | 107 | 107 | -4 | 111 | 104 | -13 | -8 | 102 | 106
Cc1cccc2cc(CN(CC3CCCO3)C(=O)NC3CCCCC3)c(=O)[nH]c12 (stereo not given) | -8 | 3 | 100 | 100 | -2 | 106 | 102 | -10 | -3 | 100 | 103
Cc1nn(CC#N)c(=O)n1N(C)c1ncc(C(F)(F)F)cc1Cl | -1 | -1 | 99 | 93 | -2 | 103 | 98 | -1 | -3 | 98 | 97
Cc1nc(Nc2ccc3c(c2)OCCO3)c2c(C)c(C)sc2n1 | 0 | -3 | 99 | 100 | -2 | 98 | 95 | -8 | -9 | 95 | 95
C/C(N)=C(/C#N)C(=O)COC(=O)c1cc(S(=O)(=O)N2CCCCC2)ccc1C | -2 | 0 | 101 | 100 | -1 | 103 | 100 | -3 | 0 | 101 | 101
O=C(Cn1[nH]c(=O)c2ccccc2c1=O)N1CC=C(c2ccccc2)CC1 | -13 | 0 | 99 | 101 | -15 | 100 | 98 | -16 | -8 | 97 | 98
Cc1cccc(N(C(=O)CCC(=O)Nc2ccccn2)C(C(=O)NC(C)C)c2ccc(O)cc2)c1 (stereo not given) | -8 | 0 | 96 | 92 | -8 | 96 | 96 | -15 | -14 | 96 | 97
O=C(COc1cccc2cccnc12)NCC(F)(F)F | -5 | 4 | 105 | 102 | -10 | 105 | 103 | -9 | -4 | 99 | 103
CCOC(=O)c1ccc2[nH]c3c(c2c1)CCCC3O (stereo not given) | -2 | -1 | 97 | 96 | -4 | 95 | 99 | -4 | -3 | 94 | 96
COc1ccccc1COCC(O)CN(Cc1ccco1)Cc1ccccc1O (stereo not given) | 3 | -2 | 99 | 99 | -5 | 98 | 100 | 4 | 0 | 97 | 96
Cc1ccc(CN2CCN(Cc3ccc(OCCO)cc3)CC2CCO)o1 (stereo not given) | -7 | -2 | 99 | 104 | -3 | 101 | 99 | -8 | -9 | 94 | 98
COC(=O)c1c(C)nc2ccccc2c1C(=O)O | -2 | 3 | 98 | 97 | -1 | 101 | 97 | -2 | -5 | 97 | 99
OCCn1c(Cl)nc2ccccc21 | 0 | -4 | 100 | 100 | -7 | 101 | 98 | -3 | -6 | 99 | 100
CC(C)(C)C(=O)CSc1nc2c(c(-c3cccs3)c1C#N)CCC2 | 3 | 0 | 101 | 100 | -1 | 104 | 94 | -2 | -11 | 100 | 98
CN(C)S(=O)(=O)c1ccc(NC(=O)C2CC(=O)N(Cc3ccccc3)C2)cc1 (stereo not given) | -1 | 0 | 97 | 102 | -3 | 99 | 99 | -2 | -5 | 93 | 98
CCNS(=O)(=O)c1ccc(NS(=O)(=O)c2cc(C)ccc2C)cc1 | -13 | 2 | 99 | 98 | 0 | 104 | 99 | -14 | -4 | 98 | 99
CCc1nc(SCC(=O)N2CCCC2)c2ccccc2n1 | -7 | -6 | 99 | 95 | -12 | 109 | 99 | -26 | -11 | 98 | 102
Cc1nn(C(C)C(=O)N2CCc3ccccc32)c(C)c1[N+](=O)[O-] (stereo not given) | -4 | -1 | 104 | 99 | -5 | 105 | 106 | -6 | -3 | 102 | 105
O=C(O)Cc1ccc2c(c1)N(S(=O)(=O)c1cccc(C(F)(F)F)c1)CC(C(=O)O)O2 (stereo not given) | -2 | -3 | 98 | 98 | -2 | 98 | 95 | 0 | -1 | 95 | 99
COc1ccc(NC(=S)N/N=C/c2cccn2Cc2ccc(F)cc2Cl)cc1 | -1 | 0 | 94 | 98 | 0 | 95 | 97 | 0 | -2 | 94 | 96
CSc1ccccc1NC(=O)CN(c1ccccc1Br)S(C)(=O)=O | -3 | -2 | 102 | 97 | -2 | 102 | 103 | -4 | -5 | 102 | 99
CCC1Oc2ccc(C)cc2N(CC(=O)N(Cc2ccncc2)Cc2ccco2)C1=O (stereo not given) | -5 | -4 | 98 | 99 | -8 | 101 | 99 | -4 | -7 | 100 | 98
COc1ccc(N=c2oc3cc(O)ccc3cc2C(=O)NCC2CCCO2)c(OC)c1 (stereo not given) | -2 | 1 | 96 | 95 | -2 | 101 | 97 | 0 | 1 | 97 | 97
O=C(NCCCn1ccnc1)/C(=C\c1cccnc1)NC(=O)c1ccccc1Br | -14 | -2 | 104 | 102 | -8 | 110 | 102 | -12 | -11 | 104 | 107

A different layout for 3 compounds above:
Compound	Bim-Bcl-2	Bcl-W Bim block	HRas wt GTP	Rab7 wt GTP bind	Bim-Bcl-XL	Rac1 wt modul	Rab2A wt mod	Bim-Bfl-1	Bcl-B Bim block	Rac1 mut GTP	Cdc42 wt GTP
CCc1nc(SCC(=O)N2CCCC2)c2ccccc2n1	-7	-6	99	95	-12	109	99	-26	-11	98	102
Cc1nn(CC#N)c(=O)n1N(C)c1ncc(C(F)(F)F)cc1Cl	-1	-1	99	93	-2	103	98	-1	-3	98	97
CN(C)S(=O)(=O)c1ccc(NC(=O)C2CC(=O)N(Cc3ccccc3)C2)cc1 (stereo not given)	-1	0	97	102	-3	99	99	-2	-5	93	98

Carrying on:
SMILES | Bim-Bcl-2 | Bcl-W Bim block | HRas wt GTP | Rab7 wt GTP bind | Bim-Bcl-XL | Rac1 wt modul | Rab2A wt mod | Bim-Bfl-1 | Bcl-B Bim block | Rac1 mut GTP | Cdc42 wt GTP
COc1ccc(OC)c(-c2nc(C)sc2CC(=O)O)c1 | -4 | 0 | 97 | 96 | -5 | 100 | 97 | -2 | -2 | 99 | 95
C=CCNC(=S)Nc1ccc(OC)c(S(=O)(=O)N2CCOCC2)c1 | 3 | -1 | 99 | 103 | 0 | 100 | 98 | -4 | -2 | 98 | 97
O=C(CSc1nncn1-c1cccnc1)N(c1ccccc1)c1ccccc1 | 0 | 3 | 97 | 103 | 0 | 101 | 99 | -3 | 0 | 94 | 97
O=C(OCc1cccs1)c1ccccc1NS(=O)(=O)c1ccc2c(c1)OCCO2 | -9 | 1 | 97 | 96 | -8 | 96 | 96 | -11 | -8 | 95 | 94
CCc1c(C)nc2cc(-c3ccc(OC)c(OC)c3)nn2c1N1CCC(C)CC1 | -1 | -3 | 98 | 98 | -1 | 99 | 98 | -1 | -5 | 98 | 98
O=C(NCCn1cc(SCc2ccccc2)c2ccccc21)c1ccccc1F | 0 | -2 | 100 | 95 | -4 | 103 | 101 | -1 | -2 | 100 | 100
CC(C)CN(C)Cc1c(C(=O)N2CCc3ccccc3C2)nc2ccc(Cl)cn12 | 0 | 0 | 97 | 93 | -6 | 100 | 100 | -4 | -3 | 94 | 101
Cc1nc(C(F)(F)F)c(C(=O)NC(=O)Nc2ccc(OC(F)(F)F)cc2)s1 | -2 | 1 | 97 | 95 | 0 | 98 | 95 | -1 | -2 | 92 | 97
COC(=O)c1ccc(NC(=O)C23CCC(C)(C(=O)O2)C3(C)C)cc1 (stereo not given) | 0 | 0 | 99 | 97 | 0 | 97 | 97 | -3 | 0 | 97 | 99
O=C(O)c1cc([N+](=O)[O-])cc2c1nnn2O | 0 | 1 | 94 | 97 | -2 | 94 | 96 | -1 | 0 | 91 | 94
Cc1cnn2c(C3CC3)ccnc12 | -2 | 0 | 97 | 98 | -4 | 98 | 97 | -5 | -1 | 95 | 96
Cc1cc(C)n(-c2nnc(C)n2/N=C/c2ccccc2O)n1 | -2 | 0 | 98 | 94 | -2 | 103 | 96 | -6 | 1 | 101 | 100
CN(O)/C=N/C(=S)Nc1ccc(Cl)cc1Cl | -2 | -2 | 98 | 104 | -7 | 97 | 96 | -1 | -12 | 97 | 99
Cc1nn(C)c(-c2n[nH]c(=S)n2-c2ccccc2)c1Cl | -6 | -4 | 96 | 97 | -1 | 103 | 95 | -2 | -1 | 98 | 99
CCCCn1c(-c2csc(CCC)c2)n[nH]c1=S | -4 | -7 | 97 | 98 | -4 | 99 | 97 | -2 | -20 | 93 | 93
Cc1cc2cc(C)c3nnc(SCC(=O)Nc4ccc(S(=O)(=O)N5CCCCC5C)cc4)n3c2cc1C (stereo not given) | 4 | 0 | 101 | 101 | -1 | 101 | 99 | 1 | -7 | 98 | 99
CCC(O)C1CCN(Cc2cn(-c3ccc(OC)cc3)nc2-c2cccc(F)c2)CC1 (stereo not given) | -1 | -3 | 99 | 103 | -3 | 101 | 102 | -8 | -12 | 95 | 97
CN1CCCC(OC(=O)c2ccc3c(c2)OCCO3)C1 (stereo not given) | -6 | 0 | 103 | 100 | -8 | 107 | 101 | -7 | -7 | 102 | 104
O=C1CN(C(=O)c2ccc(Cl)nc2)c2ccccc2N1 | 0 | 1 | 96 | 94 | -1 | 96 | 95 | -1 | 1 | 95 | 96
NS(=O)(=O)c1ccc(NC(=S)NC(=O)/C=C/c2cccs2)cc1 | 3 | 1 | 100 | 105 | 2 | 99 | 99 | 0 | -2 | 99 | 100
CCOC(=O)c1snc(-c2ccc(F)cc2)c1N | 0 | -3 | 99 | 99 | -4 | 101 | 99 | 3 | 2 | 96 | 97
CCCOc1ccccc1N/C(=N/c1nc(C)cc(C)n1)NC(=O)Nc1ccc(Cl)cc1 | -8 | -5 | 101 | 104 | -7 | 107 | 104 | 0 | -5 | 101 | 111
CN1CCN(S(=O)(=O)c2cccc(C(=O)NCc3ccccc3Cl)c2)CC1 | -1 | -4 | 96 | 101 | -2 | 99 | 98 | -4 | -5 | 95 | 96
Cc1cc(-c2cccnc2)c(C#N)c(SCC#N)n1 | -6 | -4 | 96 | 94 | -2 | 93 | 94 | 0 | -6 | 96 | 96
CCOC(=O)c1ccc(NC(=O)Cn2cc3c(n2)CCC(C)C3)cc1 (stereo not given) | -8 | -6 | 100 | 99 | -9 | 102 | 100 | -12 | -5 | 98 | 101

The results go on:
SMILES | Bim-Bcl-2 | Bcl-W Bim block | HRas wt GTP | Rab7 wt GTP bind | Bim-Bcl-XL | Rac1 wt modul | Rab2A wt mod | Bim-Bfl-1 | Bcl-B Bim block | Rac1 mut GTP | Cdc42 wt GTP
COCc1cc(C)nc(OCC(=O)N/N=C/c2ccccc2)c1C#N | -4 | -2 | 100 | 108 | -3 | 96 | 105 | -6 | -2 | 96 | 100
O=C(Nc1nc2ccccc2n1Cc1ccc(Cl)cc1)c1ccco1 | 0 | -3 | 101 | 98 | -4 | 100 | 97 | 0 | -1 | 98 | 99
Cc1ccc(NC(=O)c2ccco2)cc1C | -2 | 4 | 101 | 100 | 1 | 100 | 101 | 6 | 2 | 97 | 104
O=C(CCl)Nc1cc2[nH]c(=O)[nH]c2cc1Br | 0 | 6 | 89 | 94 | 4 | 83 | 88 | 0 | 2 | 91 | 86
O=C(CN(C(=O)c1ccco1)c1cccc(F)c1)NCc1ccc(F)cc1 | 0 | -5 | 97 | 95 | 0 | 98 | 98 | -2 | 0 | 98 | 95
O=C(CN1CCN(Cc2ccccc2)CC1)N1CCCCCC1 | -5 | 0 | 102 | 100 | -2 | 105 | 95 | -9 | -2 | 95 | 99
N#Cc1ccccc1OCC(=O)NC(=O)NCc1ccccc1 | -2 | -2 | 94 | 93 | 0 | 93 | 98 | -3 | -3 | 94 | 94
CCN(CC)CCCNc1nc(C)cc(COC)c1C#N | 0 | -1 | 96 | 106 | -1 | 96 | 98 | 3 | 2 | 96 | 95
CCOC(=O)N1CCN(C(=O)C2CCN(S(=O)(=O)c3cc(C)ccc3OC)CC2)CC1 | 3 | 1 | 94 | 91 | 1 | 96 | 97 | 7 | 3 | 98 | 94
